Screening results from PubChem BioAssay.
TR-FRET SRC-2 ct: flags TR-FRET format artefacts in PPARgamma SRC-2 recruitment agonist screen. TR-FRET artefact counter-screen; stronger effect = higher value. TR-FRET ratio at 8 µM. hit rate 0.4% among 200,000. AID 1049; in the data active means TR-FRET ratio above about 2000; further: inactives centre near 1500
STAT1 blocker: STAT1 signaling inhibition. NIH 3T3 STAT1-luciferase reporter, IFN-gamma, luminescence. inhibition, % at 5.5 µM. hit rate 0.35% among 200,000;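 active means inhibition above a set limit, the mean inhibition across all tested compounds plus 3 SD, cut at about 34% in these data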;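 further: 0% = IFN-gamma with DMSO and 100% = IFN-gamma with 300 µM nifuroxazide; values of inactives mirror those of a sister screen read the other way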
PPARg SRC1 recr: agonists of human PPARgamma SRC-1 coactivator recruitment. PPARgamma-SRC-1 coactivator recruitment biochemical assay. activation, % at 8 µM. P37231. hit rate 0.41% among 200,000; in the data active means activation above about 19%;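 further: 0% = DMSO and 100% = reference agonist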
Target sequence (P37231 whole entry, looked up): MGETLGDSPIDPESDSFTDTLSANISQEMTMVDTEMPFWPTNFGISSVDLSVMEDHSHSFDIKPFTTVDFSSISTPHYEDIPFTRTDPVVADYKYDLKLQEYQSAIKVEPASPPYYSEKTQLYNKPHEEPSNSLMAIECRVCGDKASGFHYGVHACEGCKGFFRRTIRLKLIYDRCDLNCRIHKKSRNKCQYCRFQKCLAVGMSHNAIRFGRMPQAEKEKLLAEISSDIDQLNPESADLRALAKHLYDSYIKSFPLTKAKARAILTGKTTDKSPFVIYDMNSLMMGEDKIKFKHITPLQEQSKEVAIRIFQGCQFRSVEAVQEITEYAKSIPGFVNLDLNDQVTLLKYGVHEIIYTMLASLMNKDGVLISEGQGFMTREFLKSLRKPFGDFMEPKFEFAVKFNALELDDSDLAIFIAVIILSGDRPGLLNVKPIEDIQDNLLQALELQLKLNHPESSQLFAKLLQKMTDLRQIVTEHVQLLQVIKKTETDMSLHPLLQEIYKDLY
PPARg SRC-2 ag: agonists of SRC-2 recruitment by human PPARgamma | P37231 | PPARgamma LBD-SRC-2 recruitment, biochemical | activation, % at 8 µM | hit rate 0.34% among 200,000; in the data active means activation above about 22%;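 further: 0% = vehicle and 100% = reference agonist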
ROMK primary: modulates human ROMK potassium channel activity; B-score at 10 µM; P48048; hit rate 2% among 130,000; Tet-inducible ROMK, thallium flux fluorescence; actives lie on both sides; AID 1918;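 active means signal ratio slope over the read window, or its plate-corrected B-score, at least 3 SD from the plate mean, either direction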;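 further: B-score of the F/F0 ratio slope over 7 to 12 s after thallium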
Target sequence (P48048 whole entry, looked up): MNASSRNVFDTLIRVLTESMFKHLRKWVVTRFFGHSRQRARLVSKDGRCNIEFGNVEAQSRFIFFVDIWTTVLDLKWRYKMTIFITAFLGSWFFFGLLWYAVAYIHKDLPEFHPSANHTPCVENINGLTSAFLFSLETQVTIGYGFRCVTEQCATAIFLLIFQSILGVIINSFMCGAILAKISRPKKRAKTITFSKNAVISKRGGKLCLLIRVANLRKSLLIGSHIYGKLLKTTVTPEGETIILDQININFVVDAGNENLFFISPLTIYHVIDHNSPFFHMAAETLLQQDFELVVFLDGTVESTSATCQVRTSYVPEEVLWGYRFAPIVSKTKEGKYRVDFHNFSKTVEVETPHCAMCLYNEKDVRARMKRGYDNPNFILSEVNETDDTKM
STAT3 act: increases IL-6 driven STAT3 reporter signal. U3A cells, IL-6 STAT3-luciferase reporter, luminescence; 100% = signal with IL-6 EC80 alone. activation (% of control), % at 5.6 µM. hit rate 0.91% among 190,000;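 active means activation above the screen-wide mean of compound activation plus 3 SD, cut at about 130% in these data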;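 further: 0% = background luminescence of wells with medium and substrate only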
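Detection: reporter luminescence signal / Assay system: STAT1-lacking human U3A cells, STAT3 luciferase reporter / Incubation: compound pre-incubation 1 h before IL-6, then 6 h stimulation at 37 °C / Control set: IL-6-only high control / Read-out: % activation relative to IL-6 control / Probe or stimulus: Interleukin-6, 33 ng/mL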
PPARg SRC3 recr: PPARgamma-driven SRC-3 recruitment agonism; activation, % at 8 µM; hit rate 0.26% among 200,000; biochemical PPARgamma/SRC-3 coactivator recruitment assay; P37231; in the data active means activation above about 23%;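 further: 0% = DMSO and 100% = reference agonist; some compounds past the cut are filed as inactive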
RAM network inh: blocks the yeast RAM network | S. cerevisiae dse1pr::URA3 reporter, 5-FOA growth OD615, 2 d; analog-sensitive cbk1-as2 kinase mutant strain | inhibition, % at 50 µM | hit rate 1.8% among 190,000;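 active means inhibition above a set limit, 3 SD over mean compound inhibition, cut at about 8.4% in these data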;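 further: 0% = DMSO-only wells with no growth and 100% = 10 µM 1-NA-PP1 full growth; inhibition rescues growth on 5-FOA so higher OD means more RAM inhibition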
TLR4 MyD88 comp: TLR4-MyD88 interaction inhibition in cells | hit rate 0.18% among 200,000 | AID 861 | HeLa CL3-4 TLR4/MyD88 BLA complementation, FRET ratio | inhibition, % at 8.4 µM; in the data active means inhibition above about 25%;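 further: 0% = vehicle and 100% = reference inhibitor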
S1P3 antag: blocks the human S1P3 receptor | CHO S1P3 NFAT-BLA reporter, FRET fluorescence, antagonist mode | inhibition, % at 4.98 µM | hit rate 0.27% among 170,000 | Q99500;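 active means inhibition above the plate cutoff, the mean inhibition of test wells on that plate plus 3 SD, cut at about 28% in these data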;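 further: cells challenged with S1P at its EC80 of 0.8 µM; blue over green emission ratio from cleaved BLA substrate after 4 h stimulation; 0% = S1P-stimulated wells and 100% = unstimulated DMSO-only wells; some compounds past the cut are filed as inactive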
STAT3 blocker: STAT3 signaling inhibition; inhibition, % at 5.5 µM; U3A cells, IL-6 STAT3-luciferase reporter, luminescence; host cell line lacks STAT1; hit rate 0.89% among 190,000; AID 862;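 active means inhibition above the mean inhibition across all screened compounds plus 3 SD, cut at about 44% in these data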;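 further: 0% = DMSO only wells and 100% = 100 µM nifuroxazide control wells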
An asterisk follows results filed as active; · = no result given.

| Molecule | TR-FRET SRC-2 ct | STAT1 blocker | PPARg SRC1 recr | PPARg SRC-2 ag | ROMK primary | STAT3 act | PPARg SRC3 recr | RAM network inh | TLR4 MyD88 comp | S1P3 antag | STAT3 blocker |
| --- | --- | --- | --- | --- | --- | --- | --- | --- | --- | --- | --- |
| COc1ccc(-c2csc(N(CCCN(C)C)C(=O)c3cccs3)n2)cc1 | 1458 | -5 | 2 | 2 | · | 101 | 0 | 0.2 | 13 | 6 | 6 |
| Cc1nn(C(=O)c2cc3sccc3[nH]2)c(C)c1C | 1573 | -41 | 2 | 3 | 0.32 | 143* | -3 | 3.9 | 1 | 25 | -50 |
| Nc1cc(-c2ccc(Br)cc2)nn1S(=O)(=O)c1ccccc1 | 1519 | -4 | 1 | 11 | · | 86 | 14 | 2.2 | -5 | -8 | 22 |
| CCOCc1nc(C)c(Cl)c(NS(=O)(=O)c2ccc(N)cc2)n1 | 1726 | 4 | 4 | 9 | · | 99 | 7 | 4.7 | -3 | 26 | 6 |
| C=CCn1c(SCC(=O)Nc2c(C)cccc2C)nnc1-c1ccncc1 | 1665 | 3 | -1 | 3 | 0.24 | 100 | 3 | -0.9 | -1 | 13 | 6 |
| CS(=O)(=O)c1cccc(NC(=O)c2ccc(Cl)c(Cl)c2)c1 | 1806 | -13 | 1 | 0 | 0.22 | 90 | 2 | 1.0 | -7 | -5 | 16 |
| CCOC(=O)C(/C=C(\C#N)C(=O)OCC)=C(/N)N1CCN(c2c(C)cccc2C)CC1 | 1390 | -2 | -3 | 4 | -0.49 | 103 | 2 | 6.5 | 12 | · | 3 |
| Cc1cccc(C)c1OCC(=O)N/N=C/c1ccncc1 | 1635 | -6 | 3 | 6 | -3.1 | 99 | 5 | 1.9 | -4 | -8 | 2 |
| O=C(CSCc1ccc(Cl)cc1)Nc1ccc2c(c1)OCO2 | 1442 | -6 | -1 | -1 | · | 104 | 6 | 2.6 | 7 | · | -4 |
| Cc1cc2[nH]c(=O)c3ccccc3n2n1 | 1322 | 1 | 2 | -2 | · | 105 | 12 | 1.1 | 7 | · | -2 |
| COc1ccc2c(c1)[nH]c1c(=O)n(Cc3ccco3)cnc12 | 1624 | -22 | 3 | 0 | · | 93 | 10 | 6.7 | -2 | · | 16 |
| Cc1c(C2N3CC4(C)CN2CC(C)(C3)C4=O)c2ccccc2n1C (stereo not drawn) | 1545 | 10 | 6 | 0 | · | 104 | 5 | 0.8 | 13 | -14 | -1 |
| Cc1c(C(=O)OCC(C)C)[nH]c2c1C(=O)CC(c1ccco1)C2 (stereo not drawn) | 1464 | -2 | 2 | 7 | · | 95 | 3 | 0.6 | -5 | 5 | 12 |
| C/C(N)=C(/C#N)C(=O)CSc1nc2ccccc2c(=O)n1Cc1ccc(C)cc1 | 1567 | 2 | 14 | 11 | 0.25 | 105 | 8 | 0.4 | -10 | -15 | 5 |
| CC(C)c1ccc(/C=N/n2nnnc2Nc2ccccc2)cc1 | 1610 | 3 | -1 | 0 | 0.34 | 83 | 0 | 6.2 | 0 | · | 24 |
| CCC(c1nnc(SCC(=O)Nc2ccc(S(N)(=O)=O)cc2)n1Cc1ccccc1)N(C)C (stereo not drawn) | 1441 | -4 | 6 | 3 | -0.011 | 105 | 2 | 0.6 | 2 | -2 | -3 |
| Cc1nnc(NC(=O)C(C)Sc2nncn2C)s1 (stereo not drawn) | 1753 | 3 | 11 | 6 | · | 103 | 3 | -0.5 | 2 | 8 | 1 |
| CCN(CC)CCOC(=O)C1(c2ccccc2)CCOCC1 | 1546 | -3 | 0 | 0 | 0.63 | 101 | -7 | 0.0 | 4 | -2 | 1 |
| CCCN(CCO)Cc1cccc(Br)c1 | 1695 | 1 | 4 | 8 | · | 106 | 2 | -0.8 | 21 | -7 | -4 |
| Cn1c(SCc2nc(-c3ccc(Cl)cc3)no2)nnc1-c1ccco1 | 1570 | -2 | 2 | 3 | · | 98 | -7 | 1.3 | 5 | 5 | 7 |
| CCOc1ccc(OCC)c(NC(=O)Cn2cccc2)c1 | 1406 | 0 | 0 | 1 | 0.32 | 91 | -8 | 3.3 | 1 | -7 | 12 |
| O=c1ccc2cc(S(=O)(=O)N3CCN(c4cc(Cl)ccc4Cl)CC3)ccc2o1 | 1578 | -1 | -4 | 4 | -0.61 | 96 | 1 | 1.4 | 1 | · | 5 |
| Cn1c(-c2ccc(F)cc2)cnc1SCC(=O)N1CCCc2ccccc21 | 1626 | 6 | 6 | -1 | -1.9 | 97 | 0 | 0.3 | 10 | -2 | 8 |
| CCNc1nc(NCC)nc(N(C)N)n1 | 1487 | 1 | 10 | 3 | · | 99 | -3 | 2.2 | -3 | · | 10 |
| Cc1ccc(C(=O)Nc2ccc(C(F)(F)F)n(C)c2=O)cc1 | 1562 | -37 | 8 | 2 | -0.043 | 104 | -2 | 3.0 | 10 | -7 | -3 |
| Cc1ccc(N=Cc2sccc2C)cc1C | 1624 | 3 | 4 | 2 | 0.24 | 92 | 3 | 0.4 | -15 | -2 | 8 |
| O=[N+]([O-])c1cc(-c2cnc3ccccc3n2)ccc1Oc1ccc(Br)cc1 | 1551 | -20 | 8 | 5 | · | 95 | 7 | 2.5 | -10 | · | 16 |
| O=C(CSc1cccc[n+]1[O-])Nc1cc(S(=O)(=O)N2CCOCC2)ccc1Cl | 1772 | 4 | 9 | 7 | 1.6 | 101 | 4 | 0.8 | -7 | -7 | -3 |
| Cc1cs/c(=N\N=C\c2ccccc2)n1Cc1ccco1 | 1539 | -6 | 5 | 8 | · | 107 | 7 | 3.0 | -7 | 2 | -2 |
| Cc1ccccc1NC(=O)CC(O)(C(F)(F)F)C(F)(F)F | 1501 | 8 | 2 | -5 | · | 104 | -9 | 0.5 | 6 | · | -1 |
| Nc1ccccc1C(=O)NCc1ccc(Cl)cc1 | 1873 | 7 | 5 | 1 | -0.05 | 98 | 1 | 2.3 | 1 | 4 | 6 |
| Nc1cc(-c2ccccc2)nn1S(=O)(=O)c1ccc(Br)cc1 | 1468 | 0 | 1 | 6 | · | 101 | -9 | 2.3 | -4 | · | 8 |
| COCCn1ccc(O)c(Cc2ccccc2)c1=O | 1687 | 10 | 2 | 2 | · | 98 | -5 | -0.2 | -3 | · | 7 |
| O=C(CNC(=O)c1ccc(S(=O)(=O)N2CCCC2)cc1)N/N=C/c1ccco1 | 1536 | 2 | 17 | 6 | -0.77 | 98 | 1 | 1.8 | -7 | -23 | 4 |
| O=C(Nc1ccc([N+](=O)[O-])cc1)Nc1ccc2[nH]c(=O)[nH]c2c1 | 1494 | -9 | 8 | 7 | 0.0054 | 103 | 2 | 4.0 | 5 | 10 | 3 |
| O=C(O)c1ccc(CSc2nc3ccc(N4C(=O)C5C6C=CC(C6)C5C4=O)cc3s2)cc1 (stereo not drawn) | 1484 | -11 | 9 | -11 | · | 106 | 4 | 4.5 | 3 | -7 | -4 |
| Cc1c(C(=O)NCC2COc3ccccc3O2)oc2ccc(S(=O)(=O)N(C)C3CCCCC3)cc12 (stereo not drawn) | 1556 | -1 | 1 | 3 | -0.49 | 98 | 1 | 5.9 | 1 | · | 8 |
| CCOC(=O)N1CCC(NC(=O)C2CCC(CNS(=O)(=O)c3ccc(OC)cc3)CC2)CC1 (stereo not drawn) | 1562 | -6 | -5 | -1 | · | 98 | 0 | 6.2 | -11 | 18 | 5 |
| Cc1noc2ncnc(Oc3cc(Cl)ccc3Cl)c12 | 1546 | -6 | 0 | -5 | 0.27 | 115 | -1 | 1.1 | 3 | -13 | -5 |
| O=C(CSc1nnc(-c2cccc(Cl)c2)o1)Nc1ccc2c(c1)OCCO2 | 1826 | -10 | 4 | 19 | -0.41 | 97 | 20 | 4.2 | -8 | · | 7 |
| Fc1ccccc1OCCCCn1cncn1 | 1648 | 6 | 6 | 7 | · | 98 | 9 | 0.9 | -13 | 6 | 6 |
| Cc1ccccc1Cn1cc(NC(=O)c2cc(-c3ccco3)on2)cn1 | 1531 | 7 | 0 | -9 | -1.2 | 92 | -3 | 5.5 | -10 | -10 | 18 |
| CCC(=O)NNC(=O)CCC(=O)Nc1ccccc1 | 1774 | 3 | -1 | 3 | 1.5 | 99 | 2 | 0.9 | 11 | · | 9 |
| Cc1ccc(C)c(S(=O)(=O)C(C#N)c2nc3ccccc3nc2N2CCCC2)c1 (stereo not drawn) | 1715 | 3 | 6 | 6 | -0.027 | 100 | 9 | 2.8 | 13 | -23 | 7 |
| COc1cc(C)ccc1S(=O)(=O)n1nc(C)cc1C | 1637 | 2 | -7 | -3 | -0.64 | 91 | 6 | 1.8 | 7 | 6 | 16 |
| Cc1ccc2c(CN3CCC(C)CC3)cc(=O)oc2c1 | 1550 | -41 | 7 | 7 | -1.5 | 113 | 13 | -0.8 | 13 | · | -9 |
| COc1ccc(/C=C2/NC(=O)N(Cc3ccccc3F)C2=O)cc1OC | 1654 | -9 | 7 | 6 | 0.4 | 96 | 0 | 6.4 | -1 | -5 | 12 |
| CC(C)Cc1nnc(NS(C)(=O)=O)s1 | 1501 | -4 | 0 | 1 | · | 99 | 0 | -0.1 | 0 | · | 4 |
| O=S(=O)(NCC(c1ccco1)N1CCN(c2ccc(F)cc2)CC1)c1ccc(F)cc1 (stereo not drawn) | 1588 | -5 | 1 | 6 | -0.037 | 98 | 2 | 2.3 | -3 | -11 | 2 |
| CC(C)C(=O)NC(=S)Nc1ccccc1N1CCN(C(=O)c2ccc(Cl)cc2)CC1 | 1622 | -5 | 0 | 7 | 0.00018 | 102 | 3 | 0.5 | 6 | -11 | 2 |
| O=C(CCN1CCCCCC1)Nc1ccc(F)cc1 | 1400 | 2 | -2 | -4 | 0.4 | 99 | -10 | 0.5 | -4 | 0 | 5 |
| O=C(c1nc(-c2ccccc2)n(-c2ccccc2)n1)N1CCCCCC1 | 1544 | 1 | 3 | 5 | · | 97 | -1 | -0.5 | 4 | -8 | 7 |
| COc1ccc(N2CCN(C(c3cccs3)c3nnnn3C3CCCC3)CC2)cc1 (stereo not drawn) | 1496 | -1 | -8 | -4 | · | 100 | 2 | 0.3 | -6 | 10 | 4 |
| CCc1nc(OCCN(C)C)c2oc3ccccc3c2n1 | 1631 | 5 | 11 | 10 | -0.16 | 103 | 3 | 1.4 | -7 | -21 | -1 |
| Cc1ccc(/C=C/C(=O)Nc2nc3ccccc3[nH]2)cc1 | 1360 | -32 | -5 | -2 | · | 115 | 4 | 3.4 | 2 | -11 | -15 |
| CCOc1cc2[nH]c(=O)n(Cc3ccc(C(=O)NCCCN4CCC(C)CC4)cc3)c(=O)c2cc1OCC | 1458 | -6 | 1 | -4 | · | 101 | -2 | -0.2 | -4 | 3 | 4 |
| O=C(CSc1ccc(F)cc1)N1CCC(c2nc3ccccc3s2)CC1 | 1532 | -1 | 6 | 9 | -2.3 | 84 | 4 | 0.0 | -7 | · | 26 |
| COC(=O)c1ccc(NC(=O)CC2C(=O)N(c3ccc(C)cc3)C(=O)N2CC(C)C)cc1 (stereo not drawn) | 1538 | 2 | -1 | 3 | 0.38 | 94 | -4 | 1.6 | -3 | · | 7 |
